# Bioassay records (PubChem)
# CFTR F508del cor = CFTR F508del correction in bronchial cells; AID 720511; activity (quench increase), % at 7.58 µM; 350,000 tested, 0.36% active; CFBE cells, YFP halide quenching; stimulated with forskolin plus potentiator P3; % fluorescence drop versus neutral controls;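 active = mean added fluorescence quench of at least 8% versus neutral control, with both replicates also reaching 8%; inconclusive = only one of the mean or replicate conditions met; inactive = mean below 8% and not both replicates reaching 8%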;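 also: cells transiently co-express mutant CFTR-F508del with the halide-sensitive YFP; corrector assay measuring rescue of mutant channel to the surface after 24 h compound exposure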
# EWS-Fli inh = inhibitors of EWS/Fli oncoprotein transcriptional activity; A673 NR0B1-luciferase reporter, viability-normalised; AID 651661; inhibition, % at 12.6 µM; 350,000 tested, 0.67% active;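 active = mean inhibition of at least 50% after viability correction, with every replicate also passing that limit; inconclusive = mean reaches 50% but only one of two replicates passes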;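 also: firefly luciferase signal divided by Alamar Blue viability fluorescence both relative to DMSO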
# PAX8 reporter = lowers PAX8-driven luciferase in RMG-I cells | RMG-I TPO-luciferase reporter, SteadyGlo, 24 h | inhibition, % at 12.6 µM | 360,000 tested, 1.2% active | AID 652154;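 active = mean replicate inhibition at least 60% with every replicate also reaching 60%; inconclusive = only one of the two criteria is met; inactive = mean below 60% and not all replicates reaching 60%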;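 also: luciferase light reporting Pax8 driven TPO promoter activity; plate controls were median of neutral control wells for no effect and mitoxantrone controls for full effect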
# DENV2 CPE rescue = DENV2-induced cell death inhibition | DENV2-infected cells, cytopathic effect rescue, plate reader | CPE inhibition, % at 9.99 µM | 350,000 tested, 1.7% active | AID 651640; in the data active = CPE inhibition above about 20%, passing the limit was not always enough; inconclusive = no clear call, values can overlap the other calls; tested in BHK-21 cells;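 also: 0% = median of neutral control wells and 100% = median of positive control wells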
# INS-1E GSIS act = GLuc luminescence reporter in INS-1E cells, primary screen for activators of glucose-dependent secretion of insulin; INS-1E GLuc reporter insulin secretion, 2-3 h; activation, % at 16.6 µM; 370,000 tested, 0.61% active; AID 743287;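 active = lowest replicate activation of at least 40%, so every replicate reaches that level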;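 also: 0% = median of neutral control wells and 100% = median of IBMX positive control wells; some compounds called inactive have numbers as strong as hits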
# FN deposition inh = fibronectin deposition inhibition; AH1F fibroblasts, Alexa488-fibronectin deposition fluorescence, overnight; inhibition, % at 12.6 µM; 350,000 tested, 0.086% active; AID 743247;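 active = mean inhibition across replicates of 30% or more, regardless of how many single replicates reach that level; inconclusive = mean under 30% yet at least half of replicates reach 30%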;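 also: positive control wells lacked labelled fibronectin entirely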
#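 Measured by – fluorescence 485/525 nm · System – AH1F fibroblast monolayer, labelled fibronectin deposition · Amount – 10000 cells per well · Buffer or medium – serum-reduced DMEM (2% serum) · Doses – single dose, pinned · Also added – fluorescent fibronectin at 24 nM final · Schedule – 1 h cell attachment, overnight exposure to compound and label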
# miR122 inh = blocks miR-122 activity in Huh7 sensor cells; Huh7 miR-122 Renilla luciferase sensor, 48 h; neutral wells = 0, positive control = 100; activation (reporter increase), % at 12.5 µM; 340,000 tested, 0.3% active; AID 602342;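 active = mean replicate activation score at least 90 and every replicate individually at or above 90; inconclusive = only one of the two criteria met; inactive = neither criterion met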;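 also: higher luciferase means less miR-122 activity so hits act as miR-122 inhibitors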
# * = called active by the depositor; ? = inconclusive; . = no result given; [ ] = another dose, or the depositor's remark.
1	C=CCNc1nc(NCCN2CCOCC2)nc(N2CCOCC2)n1
2	O=C(COc1ccc(-n2cnnn2)cc1)Nc1ccc(F)cc1
3	O=[N+]([O-])c1ccc(N2CCN(c3ccccc3F)CC2)nc1
4	COc1cc(C)nc(N2CCCC(C(=O)Nc3cccc(Cl)c3C)C2)n1 (stereo not drawn)
5	C[C@H](CO)N1C[C@H](C)[C@@H](CN(C)CC2CCCCC2)Oc2ccc(NC(=O)Cc3cn(C)c4ccccc34)cc2C1=O
6	CCOc1ccc(C2CC(c3ccccc3C)n3nc(N)nc3N2)cc1 (stereo not drawn)
7	Cc1noc(C)c1NC(=O)N(C)C[C@@H]1OCCCC[C@@H](C)Oc2ccc(NS(=O)(=O)c3c(C)noc3C)cc2C(=O)N([C@@H](C)CO)C[C@H]1C
8	COCC#Cc1cnc2c(c1)C(=O)N([C@H](C)CO)C[C@H](C)[C@@H](CN(C)C(=O)c1cccnc1)O2

assay / entry	1	2	3	4	5	6	7	8
CFTR F508del cor	.	2.0	-2.7	.	2.0	-13	1.6	-1.5
EWS-Fli inh	.	3	-22	.	12	1	-8	0
PAX8 reporter	-15	-6	-16	-12	.	-9	0	.
DENV2 CPE rescue	.	-1	6	.	-3	-2	-5	-10
INS-1E GSIS act	.	.	6	.	-14	9	9	-4
FN deposition inh	0	-25	3	-7	.	-10	.	-30
miR122 inh	-15	-3	-2	7	1[16.7 µM]	-7	9[16.7 µM]	2[16.7 µM]

9	COc1cc(OC)cc(C(=O)OCC(=O)NC(c2ccccc2)c2ccccc2)c1
10	C[C@H](CO)N1C[C@H](C)[C@H](CN(C)Cc2ccc(Cl)c(Cl)c2)Oc2c(NC(=O)Nc3ccc(F)cc3)cccc2C1=O
11	O=C(COc1ccccc1)N1CCN=C1SCc1ccccc1F
12	COCCN(CCOC)S(=O)(=O)c1ccc(C(=O)Nc2ccncc2)cc1
13	COc1ccc(C2Nc3ccccc3C(=O)N2Cc2ccccc2)cc1 (stereo not drawn)
14	COC(=O)c1ccccc1NC(=O)CN1CCN(Cc2ccccc2)CC1
15	COc1ccc(CCc2nc(-c3ccc(-n4cccc4)cc3)no2)cc1
16	Cn1cc(CCOCc2ccc(Br)cc2)c2ccccc21

assay / entry	9	10	11	12	13	14	15	16
CFTR F508del cor	8.2*	1.2	-2.4	0.3	-4.8	0.3	1.4	-1.3
EWS-Fli inh	4	17	6	15	0	5	3	-22
PAX8 reporter	4	.	17	6	-1	7	11	5
DENV2 CPE rescue	-1	17	6	9	-1	5	?	0
INS-1E GSIS act	21	-39	-28	3	-14	6	11	.
FN deposition inh	2	.	-19	1	-2	2	-3	-10
miR122 inh	4	49[16.7 µM]	7	12	.	5	-5	.

# Rewritten with tabs: entries from further up
nr	mol	CFTR F508del cor	EWS-Fli inh	PAX8 reporter	DENV2 CPE rescue	INS-1E GSIS act	FN deposition inh	miR122 inh
6	CCOc1ccc(C2CC(c3ccccc3C)n3nc(N)nc3N2)cc1 (stereo not drawn)	-13	1	-9	-2	9	-10	-7
7	Cc1noc(C)c1NC(=O)N(C)C[C@@H]1OCCCC[C@@H](C)Oc2ccc(NS(=O)(=O)c3c(C)noc3C)cc2C(=O)N([C@@H](C)CO)C[C@H]1C	1.6	-8	0	-5	9	.	9[16.7 µM]
8	COCC#Cc1cnc2c(c1)C(=O)N([C@H](C)CO)C[C@H](C)[C@@H](CN(C)C(=O)c1cccnc1)O2	-1.5	0	.	-10	-4	-30	2[16.7 µM]
9	COc1cc(OC)cc(C(=O)OCC(=O)NC(c2ccccc2)c2ccccc2)c1	8.2*	4	4	-1	21	2	4

# Other structures
17	N#Cc1ccc(NC(=O)CCc2nc3ccccc3s2)cc1
18	COc1cc(OC)cc(C(=O)N2CCC(C(=O)Nc3ccc4c(c3)OCCO4)CC2)c1
19	Cc1ccc([N+](=O)[O-])c(OCCCNCC(C)O)c1 (stereo not drawn)
20	COc1ccc(-n2nc(C(=O)NCC(=O)N3CCN(C)CC3)c3ccccc3c2=O)cc1
21	COc1cccc(C(=O)C2CCCN(C(=O)c3ccccn3)C2)c1 (stereo not drawn)
22	O=C(CCc1nc(-c2cccs2)no1)NCc1ccc(F)cc1Cl
23	C/C=C/c1ccc2c(c1)O[C@H](CN(C)C)[C@@H](C)CN([C@@H](C)CO)S2(=O)=O
24	COc1ccc(C(=O)OCC(=O)Nc2c(C)cccc2C)cc1

assay / entry	17	18	19	20	21	22	23	24
CFTR F508del cor	.	.	0.8	-1.3	-1.4	-1.2	-0.3	-5.7
EWS-Fli inh	.	.	0	-18	-2	9	3	3
PAX8 reporter	-2	10	-5	-6	3	19	.	9
DENV2 CPE rescue	.	.	18	0	?	5	3	3
INS-1E GSIS act	15	10	1	6	7	-25	10	8
FN deposition inh	0	0	-6	1	-11	10	12	3
miR122 inh	4	-7	.	2	0	1	0[16.7 µM]	-5

25	CN(C)CCCN(C(=O)CCS(=O)(=O)c1ccccc1)c1nc2cc3c(cc2s1)OCO3
26	CN1CCN(c2ccc(NC(=O)c3ccc4c(c3)OCCO4)cc2)CC1
27	CCOc1ccc2nnc(-c3ccc(Br)cc3)n2n1
28	O=C(C[C@H]1CC[C@@H]2[C@H](COC[C@H](O)CN2C(=O)c2ccccc2F)O1)NCc1ccc(-c2ccccc2)cc1
29	Cc1cc(-c2ccccc2)nc2oc(C(=O)NN)c(N)c12
30	CCc1nc(SCC(=O)O)c2c3c(sc2n1)COC(C)(C)C3
31	CCOc1ccccc1N(CC(=O)Nc1ccccc1C(=O)N1CCCC1)S(C)(=O)=O
32	C[C@H](CO)N1C[C@H](C)[C@H](CN(C)C(=O)Nc2ccc(F)cc2)Oc2ccc(NC(=O)C3CC3)cc2C1=O

assay / entry	25	26	27	28	29	30	31	32
CFTR F508del cor	-0.6	-1.2	.	-0.9	-4.3	1.1	2.0	1.6
EWS-Fli inh	.	-31	.	.	21	20	-1	.
PAX8 reporter	?	-117	-24	.	27	18	-1	6
DENV2 CPE rescue	3	1	.	17	1	-7	2	-5
INS-1E GSIS act	-11	1	.	-15	4	31	19	1
FN deposition inh	.	-8	-1	7	-17	1	-3	.
miR122 inh	-10	.	-1	-4[16.7 µM]	8	3	-2	-1[16.7 µM]

33	O=C(CN(C(=O)CCC(=O)Nc1nccs1)c1ccc(F)cc1)NCCc1ccccc1
34	COc1ccc(OCC(=O)N/N=C/c2ccc(OC)c(OC)c2C(=O)O)cc1
35	CCOc1ncccc1C(=O)N(C)CC(=O)Nc1ccc(C)cc1
36	CCc1ccccc1NC(=O)COC(=O)C1CC(=O)N(c2ccc(F)cc2)C1 (stereo not drawn)
37	CCc1cccc(-n2c(C)cc(O)cc2=O)c1
38	CN1C(=O)c2cc(NC(=O)Cc3cccs3)ccc2OC[C@H]2O[C@@H](CC(=O)NCCCN3CCOCC3)CC[C@H]21
39	COC(=O)c1ccc(NC(=O)Nc2ccc(F)cc2F)cc1
40	O=C(NCCCc1ccccc1)C1CCC(=O)N(CCc2ccc(Cl)cc2)C1 (stereo not drawn)

assay / entry	33	34	35	36	37	38	39	40
CFTR F508del cor	0.6	.	.	.	-2.2	-3.5	0.8	0.9
EWS-Fli inh	-3	.	-4	.	-6	-8	-75	-16
PAX8 reporter	18	-5	0	-16	10	-2	-87	-30
DENV2 CPE rescue	6	.	-2	.	61*	-5	1	-6
INS-1E GSIS act	-3	2	6	.	3	-2	-10	-39
FN deposition inh	3	-9	-11	-3	-1	-6	-6	-3
miR122 inh	4	.	-6	16	.	-20[16.7 µM]	-8	-12

41	COc1cc(/C=C2\SC(=S)N(CC(=O)O)C2=O)ccc1OC(=O)c1ccco1
42	Cc1cc(C)cc(OCC(=O)O/N=C(\N)c2ccccc2Cl)c1
43	CS(=O)(=O)Nc1ccc(C(=O)NCCSCc2ccccc2)cc1
44	CC(C)(C)c1ccc(C#C[C@@H]2C=C[C@@H](O)[C@@H](COC(=O)Nc3ccccc3)O2)cc1
45	COCC(=O)Nc1ccc2c(c1)C(=O)N(C)[C@@H]1CC[C@H](CC(=O)NCc3ccccc3)O[C@H]1CO2
46	Cc1ccc(C)c(N2CCN(C(=O)CCS(=O)(=O)c3ccc4c(c3)NC(=O)CO4)CC2)c1
47	COc1ccc(NC(=O)N(C)C[C@H]2OCCCC[C@H](C)Oc3ccc(NC(=O)Nc4ccc(F)cc4)cc3C(=O)N([C@@H](C)CO)C[C@H]2C)cc1
48	C=CCn1c(=O)c(C(=O)NCCc2ccccc2)c(O)c2ccccc21

assay / entry	41	42	43	44	45	46	47	48
CFTR F508del cor	4.0	-0.1	-1.0	0.5	2.8	-0.9	-1.7	.
EWS-Fli inh	-14	-23	-6	1	-2	.	-8	.
PAX8 reporter	1	-27	18	3	3	25	-14	.
DENV2 CPE rescue	4	-2	9	12	-2	9	-5	.
INS-1E GSIS act	-3	-13	27	.	10	-29	7	25
FN deposition inh	-2	2	2	5	-20	14	.	4
miR122 inh	-4	23	-6	.	6[16.7 µM]	-4	5[16.7 µM]	-3

49	CO[C@@H]1CN(C)C(=O)c2cc(NC(=O)C3CC3)ccc2OC[C@H](C)N(C(=O)C2CCCCC2)C[C@@H]1C
50	CCC(CC)C(=O)Nc1nnc(SCC(=O)N2CCN(c3ccccc3OC)CC2)s1
51	N#Cc1ccc(-c2ccc3c(c2)[C@@H]2[C@@H](CCN2C(=O)C2CCCCC2)[C@H](CO)N3)cc1
52	CC(=O)Nc1ccc(NC(=O)c2ccc(C3SCC(=O)N3CCc3ccccc3)cc2)cc1 (stereo not drawn)
53	CCC(=O)Nc1cccc(NC(=O)CSc2nc3c(c(=O)n(C)c(=O)n3C)n2C)c1
54	O=c1[nH][nH]cc1C=Nc1ccc(Cl)cc1Cl
55	COCCOC(=O)C1=C(C)OC(N)=C(C#N)C1c1ccco1 (stereo not drawn)
56	CN1C(=O)c2cc(NC(=O)c3ccc(F)c(F)c3)ccc2OC[C@H]2O[C@H](CC(=O)O)CC[C@H]21
57	C[C@H]1CN([C@@H](C)CO)S(=O)(=O)c2ccc(C#CC3CC3)cc2O[C@@H]1CN(C)Cc1cccnc1
58	O=C(COC(=O)CNC(=O)c1ccccc1)Nc1ccc(S(=O)(=O)N2CCOCC2)cc1
59	CCC(=O)N1CC2(C1)CN(C(=O)Nc1ccccc1F)[C@H](CO)c1[nH]c3cc(OC)ccc3c12

assay / entry	49	50	51	52	53	54	55	56	57	58	59
CFTR F508del cor	-2.4	.	-2.8	.	2.1	.	.	-2.8	3.1	-5.6	-3.0
EWS-Fli inh	0	.	10	.	24	1	.	10	4	2	10
PAX8 reporter	.	3	-33	19	-16	-1	-6	-4	.	-4	.
DENV2 CPE rescue	-9	.	-22	.	2	-4	.	0	-5	-5	-9
INS-1E GSIS act	2	.	14	-8	12	-2	.	5	-16	9	-23
FN deposition inh	-8	5	-17	-5	1	7	10	-17	.	-4	.
miR122 inh	0[16.7 µM]	-6	-4[16.7 µM]	-2	1	.	1	-4[16.7 µM]	12[16.7 µM]	1	.

# Part of the list above in a different format.
item	mol	CFTR F508del cor	EWS-Fli inh	PAX8 reporter	DENV2 CPE rescue	INS-1E GSIS act	FN deposition inh	miR122 inh
59	CCC(=O)N1CC2(C1)CN(C(=O)Nc1ccccc1F)[C@H](CO)c1[nH]c3cc(OC)ccc3c12	-3.0	10	.	-9	-23	.	.
53	CCC(=O)Nc1cccc(NC(=O)CSc2nc3c(c(=O)n(C)c(=O)n3C)n2C)c1	2.1	24	-16	2	12	1	1
